Pf growth 48h – P. falciparum growth inhibition at 48 hours (one generation). P. falciparum luciferase growth in erythrocytes, 48 h. Potency, µM (highest dose often 28.7 µM), without a hit: at the highest dose activity change, negative = inhibition, usual class: inhibitors. 310,000 tested, 5.9% active. AID 504832; further: potency means the concentration at half of the fitted maximal effect; on the % scale 0 is the no-effect control and ±100 the full control effect
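Read-out is firefly luciferase luminescence from an integrated reporter in P. falciparum, so falling signal marks reduced parasite growth. Infected erythrocytes were at 2% hematocrit and 0.1% parasitemia (final) in Albumax-supplemented RPMI 1640.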
TbPYK inhibitor – T. brucei pyruvate kinase inhibition. TbPYK enzyme, Kinase-Glo Plus ATP luminescence, 45 min. 410,000 tested, 0.12% active. Potency, µM (doses to about 76.8 µM), for inactives: at the highest dose activity, negative = inhibition, most hits filed as inhibitors; further: potency means the concentration at half of the fitted maximal effect; on the % scale 0 is the no-effect control and ±100 the full control effect; nearly all actives have a fitted effect of over 50% in size
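Quantitative HTS: titrated library compounds versus trypanosomal pyruvate kinase in TEA buffer (pH 7.2) containing KCl, MgCl2, BSA and Tween-20. Reactions were initiated with ADP, 130 uM final. Kinase-Glo Plus luminescence was read after 45 min at RT.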
LmPK inh – inhibitors of Leishmania mexicana pyruvate kinase | AID 1721 | Potency, µM (highest dose often 57.5 µM), for the others: at the highest dose activity change, negative = inhibition, usual class: inhibitors | Q27686 | 290,000 tested, 0.37% active | purified LmPK, Kinase-Glo ATP luminescence, 1 h; further: potency means the concentration at half of the fitted maximal effect; on the % scale 0 is the no-effect control and ±100 the full control effect
Target sequence (Q27686 whole entry, looked up): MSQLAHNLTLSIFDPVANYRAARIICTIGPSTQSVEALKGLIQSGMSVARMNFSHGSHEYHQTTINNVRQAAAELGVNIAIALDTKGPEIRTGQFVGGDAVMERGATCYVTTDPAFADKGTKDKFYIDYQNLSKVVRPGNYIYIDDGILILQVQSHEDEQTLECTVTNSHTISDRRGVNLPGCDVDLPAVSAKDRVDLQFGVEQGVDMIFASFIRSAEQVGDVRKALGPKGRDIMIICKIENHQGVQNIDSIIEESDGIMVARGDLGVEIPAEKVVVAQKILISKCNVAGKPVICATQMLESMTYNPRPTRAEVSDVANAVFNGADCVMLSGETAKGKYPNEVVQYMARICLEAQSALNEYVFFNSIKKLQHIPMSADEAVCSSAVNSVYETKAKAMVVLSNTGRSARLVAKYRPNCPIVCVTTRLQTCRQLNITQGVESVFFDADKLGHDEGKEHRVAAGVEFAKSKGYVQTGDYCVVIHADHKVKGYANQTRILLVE
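Screened at intermediate enzyme activity to detect both inhibitors and activators: LmPK at 0.1 nM, with a 0.5 nM enzyme column as activation reference. PEP 0.5 mM, ADP 0.1 mM; ATP detected by luminescence after 1 h.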
AmpC no deterg – blocks E. coli AmpC beta-lactamase in detergent-free assay | Potency, µM (series often up to 57.1 µM), for inactives: top-dose activity change, negative = inhibition, most hits filed as inhibitors | 330,000 tested, 0.52% active | AmpC nitrocefin hydrolysis, absorbance 480 nm, 0.0001% Triton | P00811;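 further: potency means the concentration at half of the fitted maximal effect; plate controls were no compound for no effect and no enzyme for full effect; nearly all actives have a fitted effect of over 20% in size; some results filed as inactive show a strong effect at the top dose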
Target sequence (P00811 whole entry, looked up): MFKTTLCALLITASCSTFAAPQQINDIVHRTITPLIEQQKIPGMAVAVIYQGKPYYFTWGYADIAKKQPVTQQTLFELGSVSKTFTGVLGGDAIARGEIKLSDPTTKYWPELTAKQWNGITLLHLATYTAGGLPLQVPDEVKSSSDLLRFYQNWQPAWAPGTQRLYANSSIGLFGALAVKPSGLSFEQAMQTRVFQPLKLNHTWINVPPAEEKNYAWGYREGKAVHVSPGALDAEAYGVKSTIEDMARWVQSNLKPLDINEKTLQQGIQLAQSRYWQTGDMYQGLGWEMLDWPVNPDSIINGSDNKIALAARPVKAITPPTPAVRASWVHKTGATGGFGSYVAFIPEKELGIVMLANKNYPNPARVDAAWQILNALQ
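AmpC (5.3 nM in the dispensed reagent) in 20 mM phosphate pH 7.0 with 0.01% (detergent screen) or 0.0001% Triton X-100 was preincubated with compounds for 15 min at room temperature. Nitrocefin was then added from an 800 uM solution, and hydrolysis was followed at 480 nm.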
Shiga inhibitor – Shiga toxin inhibition | Vero cells, Shiga toxin protein synthesis inhibition reporter | inhibition, % at 38.7 µM | 290,000 tested, 9.2% active | AID 2315; in the data active means inhibition mostly above about 28%, no sharp cut-off; inactive means mostly below about 43%; further: 0% is about no effect
Cycloheximide cs – affects cycloheximide protein synthesis inhibition readout, counter-screen. cell reporter, cycloheximide protein synthesis inhibition counterscreen. max response, %. 300,000 tested, 12% active. AID 2314; in the data active means max response mostly above about 13%, no sharp cut-off; inactive means mostly below about 14%; further: read at 38.3 µM for the half of the compounds with a filed dose; 0% is about no effect
Pf growth 96h – P. falciparum growth inhibition at 96 hours; Potency, µM (highest dose often 28.7 µM), without a hit: at the highest dose activity change, negative = inhibition, most hits filed as inhibitors; P. falciparum luciferase reporter growth, 96 h; 320,000 tested, 6.9% active; further: potency means the concentration at half of the fitted maximal effect; on the % scale 0 is the no-effect control and ±100 the full control effect
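Parasite growth measured via integrated firefly luciferase reporter in P. falciparum. Infected erythrocytes at 2% hematocrit, 0.05% parasitemia final were treated 96 hours at 37 C under 5% CO2, and luminescence was read.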
* marks the source's active call; other numbers are inactive results; [ ] = remark or other dose. Unless noted, the call rests on the fitted dose curve; in most records, active means well fitted curve in the direction sought with a large enough effect; inconclusive means small, poorly fitted or top-dose-only effect, or another doubt; inactive means no such curve, though single readings can be large; an effect the other way counts as inactive or inconclusive.

`Cc1cccc2c(=O)cc(C)n(Cc3ccccc3)c12` gave Pf growth 48h -6%, TbPYK inhibitor -1%, LmPK inh 0%, AmpC no deterg 0%, Shiga inhibitor -1, Cycloheximide cs -3 and Pf growth 96h 47%[activator].
For CC(C)(C)CC(C)(C)NC(=O)Nc1cccc([N+](=O)[O-])c1 the results were Pf growth 48h inconclusive, TbPYK inhibitor 4%, LmPK inh 1%, AmpC no deterg -49%, Shiga inhibitor 11, Cycloheximide cs 0 and Pf growth 96h 1%.
For O=C(COC(=O)c1cc([N+](=O)[O-])ccc1N1CCOCC1)Nc1c(Cl)cccc1Cl the results were Pf growth 48h 2%, TbPYK inhibitor 3%, AmpC no deterg -35% and Pf growth 96h 26%.
`COc1ccccc1CNC(=O)CSc1ccsc1[N+](=O)[O-]` gave Pf growth 48h 90%[activator], TbPYK inhibitor -3%, LmPK inh -8%, AmpC no deterg -31%, Shiga inhibitor 85*, Cycloheximide cs 43* and Pf growth 96h -4%.
Screening COc1ccc(C(=O)NCCNC(C)=O)cc1S(=O)(=O)NCc1ccc(Cl)cc1 returned Pf growth 48h -5%, LmPK inh -2%, AmpC no deterg -18%, Shiga inhibitor -13, Cycloheximide cs 3 and Pf growth 96h 0%.
Screening O=C(COC(=O)CSc1ccc2ccccc2c1)Nc1ccccc1OC(F)F returned Pf growth 48h 1%, TbPYK inhibitor 7%, LmPK inh 3%, AmpC no deterg -3%, Shiga inhibitor 2, Cycloheximide cs 1 and Pf growth 96h 36%[activator].
Cc1cccc(NC(=O)c2cc(=O)c3ccccc3o2)c1 was read as Pf growth 48h 22%, TbPYK inhibitor -7%, LmPK inh 2%, AmpC no deterg 0%, Shiga inhibitor 27, Cycloheximide cs 24* and Pf growth 96h -19%.
For CNC(=O)N(O)C1N(C)C(=O)N(CC(=O)OC)C1(C)C (stereo not drawn) the results were Pf growth 48h 12%, TbPYK inhibitor -5%, LmPK inh -2%, AmpC no deterg -19%, Shiga inhibitor -13, Cycloheximide cs 2 and Pf growth 96h 1%.
`CN(C)C1=NC[C@H](Cc2ccccc2)N1CCCC1CCCC1` gave Pf growth 48h 9.3µM*, TbPYK inhibitor 0%, AmpC no deterg 38% and Pf growth 96h inconclusive.
CC(C)CC(=O)Nc1nnc(SCC(=O)NCc2ccc3c(c2)OCO3)s1 was read as Pf growth 48h inconclusive, TbPYK inhibitor -4%, LmPK inh 1%, AmpC no deterg -35%, Shiga inhibitor -9, Cycloheximide cs 13 and Pf growth 96h inconclusive.
For CCC(=O)Nc1ccc(NC(=O)c2cccc(OC)c2)nc1 the results were Pf growth 48h 392%[activator], TbPYK inhibitor -9%, LmPK inh inconclusive, AmpC no deterg -23%, Shiga inhibitor 24*, Cycloheximide cs 23* and Pf growth 96h -8%.
CSCCC(NC(=O)c1cccc(S(=O)(=O)N2CCOCC2)c1)C(=O)Nc1ccc(F)cc1 (stereo not drawn) was read as Pf growth 48h inconclusive, TbPYK inhibitor 0%, LmPK inh 0%, AmpC no deterg 0%, Shiga inhibitor -4, Cycloheximide cs -1 and Pf growth 96h inconclusive.
Screening CCOC(=O)C1CCCN(Cc2nc3ccc([N+](=O)[O-])cc3c(=O)n2-c2ccc(OC)cc2OC)C1 (stereo not drawn) returned Pf growth 48h inconclusive, TbPYK inhibitor -2%, LmPK inh 3%, AmpC no deterg 39%, Shiga inhibitor -9, Cycloheximide cs 4 and Pf growth 96h inconclusive.
Screening Cc1ccccc1NS(=O)(=O)c1ccc2c3c(cccc13)C(=O)N2C returned Pf growth 48h inconclusive, TbPYK inhibitor -2%, LmPK inh 7%, AmpC no deterg -9%, Shiga inhibitor -7, Cycloheximide cs 9 and Pf growth 96h inconclusive.
`CC(C)c1ccc(/C=N/NC(=O)c2ccccn2)cc1` gave Pf growth 48h 94%[activator], TbPYK inhibitor -16%, LmPK inh 14µM*, AmpC no deterg -7%, Shiga inhibitor 13, Cycloheximide cs 32* and Pf growth 96h 312%[activator].
`CCOc1ccccc1NS(=O)(=O)c1ccc2c(c1)NC(=O)CCS2` gave Pf growth 48h -10%, TbPYK inhibitor -7%, LmPK inh 9%, AmpC no deterg -1%, Shiga inhibitor -5, Cycloheximide cs 0 and Pf growth 96h inconclusive.
O=C(NCC1CCCO1)/C(=C\c1ccccc1F)NC(=O)c1ccccc1 (stereo not drawn) was read as Pf growth 48h 11%, TbPYK inhibitor 4%, LmPK inh 11%, AmpC no deterg 0%, Shiga inhibitor -13, Cycloheximide cs -1 and Pf growth 96h 20%.
For CCCC(=O)Nc1ccc(NC(=O)c2cccs2)cn1 the results were Pf growth 48h 55%[activator], TbPYK inhibitor -6%, LmPK inh 2%, AmpC no deterg -7%, Shiga inhibitor 98* and Cycloheximide cs 19*.
`Cc1cc(C)cc(NC(=O)CSc2nccn2Cc2ccco2)c1` gave Pf growth 48h 20%, TbPYK inhibitor -6%, LmPK inh -5%, AmpC no deterg 22%, Shiga inhibitor 45, Cycloheximide cs 22* and Pf growth 96h 4%.
For O=c1c2ccccc2[nH]c(=S)n1CCCN1CCOCC1 the results were Pf growth 48h 21%, TbPYK inhibitor 4%, LmPK inh 8%, AmpC no deterg -23%, Shiga inhibitor -4 and Cycloheximide cs 1.
`O=C(NNC(=O)c1cc(Cl)nc2ccccc12)c1ccccc1F` gave Pf growth 48h 25%, TbPYK inhibitor 3%, AmpC no deterg -20% and Pf growth 96h 3%.
Screening COc1ccc(-c2cc3ccccc3n2CC(O)Cn2nc(C)cc2C)cc1 (stereo not drawn) returned Pf growth 48h 2.3µM*, TbPYK inhibitor -16%, LmPK inh 10%, AmpC no deterg 76%[activator], Shiga inhibitor -6, Cycloheximide cs 30 and Pf growth 96h 0%.
`O=C(/C=C\NCC(=O)c1ccccc1)c1ccc2ccccc2c1` gave Pf growth 48h 3%, TbPYK inhibitor -15%, LmPK inh -2%, AmpC no deterg -44%, Shiga inhibitor 52*, Cycloheximide cs 12* and Pf growth 96h 37%[activator].
For COc1cccc(C2C(C#N)=C(C)NC3=C2C(=O)CC(C)(C)C3)c1 (stereo not drawn) the results were Pf growth 48h -30%, TbPYK inhibitor 3%, LmPK inh -3%, AmpC no deterg -21%, Shiga inhibitor -3, Cycloheximide cs -1 and Pf growth 96h inconclusive.
Screening O=C(N/N=C/c1ccco1)c1ccc2nc[nH]c2c1 returned Pf growth 48h 12%, TbPYK inhibitor -6%, LmPK inh -5%, AmpC no deterg -23%, Shiga inhibitor 10, Cycloheximide cs 1 and Pf growth 96h 225%[activator].
N#CCC(=O)Nc1ncn(Cc2ccccc2Cl)n1 was read as Pf growth 48h -6%, TbPYK inhibitor 7%, LmPK inh 0%, AmpC no deterg -11%, Shiga inhibitor -6, Cycloheximide cs 0 and Pf growth 96h 27%.
Screening CCN1CCN(S(=O)(=O)c2ccc(Cl)c(C(=O)Nc3ccccc3N3CCCCC3)c2)CC1 returned Pf growth 48h inconclusive, TbPYK inhibitor -6%, AmpC no deterg -8% and Pf growth 96h inconclusive.
For Cc1ccc(NC(=O)CS(=O)CC(=O)N2CCN(c3ccccc3)CC2)cc1 (stereo not drawn) the results were Pf growth 48h 18%, TbPYK inhibitor -4%, LmPK inh -6%, AmpC no deterg -23%, Shiga inhibitor 1, Cycloheximide cs 7 and Pf growth 96h 0%.
For NC(=O)CC(CC(=O)OCc1ccccc1)c1ccccc1 (stereo not drawn) the results were Pf growth 48h -5%, TbPYK inhibitor 4%, LmPK inh 9%, AmpC no deterg -2%, Cycloheximide cs -1 and Pf growth 96h inconclusive.
`COc1ccc(C(=O)NCCc2c[nH]c3ccc(OC)cc23)cc1` gave TbPYK inhibitor 2%, LmPK inh 1%, AmpC no deterg -32%, Shiga inhibitor 13, Cycloheximide cs 0 and Pf growth 96h -7%.
Screening Cc1cccc(S(=O)(=O)Nc2cccc(-c3cn4ccsc4n3)c2)c1 returned Pf growth 48h 35%[activator], TbPYK inhibitor -2%, LmPK inh 2%, AmpC no deterg -19%, Shiga inhibitor 5, Cycloheximide cs 8 and Pf growth 96h 0%.
Screening COc1ccc(Cl)cc1NS(=O)(=O)N1CCOCC1 returned Pf growth 48h -5%, TbPYK inhibitor -8%, LmPK inh -4%, AmpC no deterg 3%, Shiga inhibitor -5, Cycloheximide cs -4 and Pf growth 96h 46%[activator].

7 records picked at random from the list so far:
`COc1ccc(C(=O)NCCc2c[nH]c3ccc(OC)cc23)cc1` gave TbPYK inhibitor 2%, LmPK inh 1%, AmpC no deterg -32%, Shiga inhibitor 13, Cycloheximide cs 0 and Pf growth 96h -7%.
For CC(C)(C)CC(C)(C)NC(=O)Nc1cccc([N+](=O)[O-])c1 the results were Pf growth 48h inconclusive, TbPYK inhibitor 4%, LmPK inh 1%, AmpC no deterg -49%, Shiga inhibitor 11, Cycloheximide cs 0 and Pf growth 96h 1%.
For CNC(=O)N(O)C1N(C)C(=O)N(CC(=O)OC)C1(C)C (stereo not drawn) the results were Pf growth 48h 12%, TbPYK inhibitor -5%, LmPK inh -2%, AmpC no deterg -19%, Shiga inhibitor -13, Cycloheximide cs 2 and Pf growth 96h 1%.
For Cc1ccc(NC(=O)CS(=O)CC(=O)N2CCN(c3ccccc3)CC2)cc1 (stereo not drawn) the results were Pf growth 48h 18%, TbPYK inhibitor -4%, LmPK inh -6%, AmpC no deterg -23%, Shiga inhibitor 1, Cycloheximide cs 7 and Pf growth 96h 0%.
`COc1ccccc1CNC(=O)CSc1ccsc1[N+](=O)[O-]` gave Pf growth 48h 90%[activator], TbPYK inhibitor -3%, LmPK inh -8%, AmpC no deterg -31%, Shiga inhibitor 85*, Cycloheximide cs 43* and Pf growth 96h -4%.
Screening O=C(COC(=O)CSc1ccc2ccccc2c1)Nc1ccccc1OC(F)F returned Pf growth 48h 1%, TbPYK inhibitor 7%, LmPK inh 3%, AmpC no deterg -3%, Shiga inhibitor 2, Cycloheximide cs 1 and Pf growth 96h 36%[activator].
Screening O=C(N/N=C/c1ccco1)c1ccc2nc[nH]c2c1 returned Pf growth 48h 12%, TbPYK inhibitor -6%, LmPK inh -5%, AmpC no deterg -23%, Shiga inhibitor 10, Cycloheximide cs 1 and Pf growth 96h 225%[activator].

Screening data (PubChem)

An unsorted share of the library; any-hit rate near 22%.
